Assay outcomes: PubChem BioAssay, several laboratories
TLR9-MyD88 block = inhibitors of human TLR9-MyD88 binding | Q9NR96+Q99836 | CHO BLA complementation TLR9-MyD88, CCF4 FRET ratio | inhibition, % at 4.98 µM | actives 0.21% (n = 340,000);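 active means inhibition above the mean over all tested compounds plus 3 SD, cut at about 21% in these data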;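 further: 0% = DMSO only wells and 100% = clavulanate BLA inhibitor control wells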
N-glyco inh = blocks N-linked glycosylation in D54 reporter cells. actives 0.23% (n = 360,000). reporter increase, % at 12.5 µM. D54 ERlucT glycosylation luciferase reporter, 24 h; percent of 100 nM tunicamycin response. AID 588692;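 active means mean luciferase reporter signal, scaled so untreated is 0 and the glycosylation-blocking control 100, at or above a set limit in every replicate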;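 further: luciferase carries N-glycosylation sites so blocking glycosylation raises the light; 0% = median of neutral control wells and 100% = median of 100 nM tunicamycin wells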
ABCB6 inh MLPCN = inhibitors of human ABC transporter ABCB6; Q9NP58; K562-ABCB6 porphyrin accumulation, flow cytometry, 1 h; hits give low values; fluorescence ratio to DMSO, % at 10 µM; actives 0.19% (n = 360,000);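 active means fluorescence ratio to DMSO below 75%, the collection mean minus 3 SD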;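 further: signal is porphyrin accumulated inside mitochondria; 100% equals median channel fluorescence of DMSO control wells; lower ratio means ABCB6 inhibition with less porphyrin fluorescence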
Target sequence (Q9NP58 whole entry, looked up): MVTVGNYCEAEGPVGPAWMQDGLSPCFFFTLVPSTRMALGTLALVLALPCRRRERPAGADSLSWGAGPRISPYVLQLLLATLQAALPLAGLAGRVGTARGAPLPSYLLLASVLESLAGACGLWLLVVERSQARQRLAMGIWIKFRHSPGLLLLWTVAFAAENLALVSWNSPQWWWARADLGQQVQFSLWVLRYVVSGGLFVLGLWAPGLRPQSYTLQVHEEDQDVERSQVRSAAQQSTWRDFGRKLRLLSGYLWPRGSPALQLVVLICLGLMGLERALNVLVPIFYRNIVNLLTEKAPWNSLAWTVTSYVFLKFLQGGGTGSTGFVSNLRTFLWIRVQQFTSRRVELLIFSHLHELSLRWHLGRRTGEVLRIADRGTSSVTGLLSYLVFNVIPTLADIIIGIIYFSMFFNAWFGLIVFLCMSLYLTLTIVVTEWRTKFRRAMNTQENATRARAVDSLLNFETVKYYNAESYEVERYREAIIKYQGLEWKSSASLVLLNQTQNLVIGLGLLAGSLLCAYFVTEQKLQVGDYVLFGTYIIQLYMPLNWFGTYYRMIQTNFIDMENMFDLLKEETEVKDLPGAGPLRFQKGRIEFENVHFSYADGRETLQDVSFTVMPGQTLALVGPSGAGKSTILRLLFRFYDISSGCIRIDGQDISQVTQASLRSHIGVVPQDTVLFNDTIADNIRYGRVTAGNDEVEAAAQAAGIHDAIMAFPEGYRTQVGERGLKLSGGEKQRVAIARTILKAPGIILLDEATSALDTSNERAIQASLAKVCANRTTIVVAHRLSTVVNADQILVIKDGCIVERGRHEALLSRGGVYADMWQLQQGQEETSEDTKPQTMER
NOD2 RIPK2 PPI = blocks binding of human NOD2 to RIPK2; CHO BLA complementation NOD2-RIPK2, CCF4 ratio; actives 0.38% (n = 360,000); O43353; inhibition, % at 4.98 µM; AID 624267; in the data active means inhibition above about 21%;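 further: 0% = vehicle only and 100% = reference blocker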
MC4R ag barr = human MC4R agonism via beta-arrestin. U2OS MC4R beta-arrestin complementation, luminescence; percent of melanotan II response, DMSO zero. actives 0.98% (n = 360,000). P32245. activation, % at 8.9 µM;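 active means activation above a per-plate cutoff, the mean activation of sample wells on that plate plus 3 SD, cut at about 8% in these data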
ABHD5-PLIN5 inh = inhibitors of human ABHD5-perilipin-5 interaction. inhibition, % at 4 µM. Split G. princeps luciferase complementation, luminescence, 4 h. actives 0.78% (n = 360,000);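 active means inhibition above the mean inhibition across every tested compound plus 3 SD, cut at about 22% in these data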;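 further: 0% = DMSO only wells and the 100% control is not disclosed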
Vif inh = blocks HIV Vif function; inhibition, % at 7.49 µM; actives 0.35% (n = 340,000); HEK293T cells, Vif self-association by quenched fluorescence, imaging, 24 h; AID 602346; in the data active means inhibition above about 50%, passing the limit was not always enough; further: some results filed as inactive read as strong as hits
Granule exo inh = lytic granule exocytosis inhibition. inhibition, % at 10 µM. TALL-104 LAMP-1 surface exposure, flow cytometry; cells stimulated with thapsigargin and PMA. actives 0.66% (n = 360,000);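 active means inhibition above about 55%, limit read from the data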
aDG glyco act = alpha-DG glycosylation activation | Pro5-aDG cells, alpha-DG glycosylation AlphaScreen (IIH6); 0% Pro5, 100% B10-LARGE cell signal | activation, % at 10 µM | actives 0.22% (n = 360,000) | AID 624168;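 active means activation of at least 8% versus controls, or a plate z-score of at least 8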;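 further: Pro5 are CHO cells carrying HIG-tagged alpha-DG that lacks glycosylation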
MC4R antag cAMP = antagonists of human melanocortin 4 receptor (MC4R); actives 0.48% (n = 360,000); MC4R-expressing cells, MTII-stimulated cAMP, LANCE TR-FRET; AID 540295; inhibition, % at 6.5 µM; P32245;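 active means inhibition above its plate's cutoff, the mean of tested wells on that plate plus 3 SD, cut at about 29% in these data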;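 further: 0% = Melanotan II alone and 100% = Melanotan II plus saturating MCL0020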
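Assay system: U2OS cells stably expressing human melanocortin 4 receptor (MC4R) / Dosing: 6.5 µM / Timing: compound 30 min, challenge 1 h, detection 1 h / Measured by: Eu-cAMP/anti-cAMP TR-FRET, emission 671 nm / Replicates: singlicate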
* hit, by the source's call; . = no result given. The list is partial (hit frequency here may not be typical).

TLR9-MyD88 block	NOD2 RIPK2 PPI	ABHD5-PLIN5 inh	ABCB6 inh MLPCN	N-glyco inh	Vif inh	MC4R antag cAMP	Granule exo inh	MC4R ag barr	aDG glyco act	Structure
-3	-12	4	89	1	-14	0	0	0.3	0.1	COc1ccc(OC)c(S(=O)(=O)N2CCC(C(=O)Nc3cc(C)ccc3C)CC2)c1
-7	-6	-6	96	-5	-5	4	-3	0.7	-0.2	O=C(NCCSc1ccccc1)c1ccccc1Cl
9	-9	2	127	1	7	-1	-1	0.4	0.0	CN(C(=O)NC(=O)C1=C(N2CCOCC2)/C(=C/c2ccccc2)CC1)S(C)(=O)=O
-4	-1	-1	89	-8	3	0	0	-0.3	-0.1	Cc1ccc(OCC(=O)Nc2cccc(C)n2)c(C)c1
5	-13	-6	90	-2	43	-1	3	-1.0	0.1	COc1ccc(NS(=O)(=O)c2cccc(C(=O)NNC(=O)c3ccc(C)o3)c2)cc1
-2	-16	0	96	-6	17	11	17	-1.0	0.0	COc1ccc(C(C(=O)NC(C)(C)C)N(CCc2ccc(OC)c(OC)c2)C(=O)CCC(=O)Nc2cc(C)on2)cc1 (configuration not stated)
-5	0	2	94	-1	27	-11	3	-2.9	-0.1	COc1ccc(C=NNc2ccc(S(=O)(=O)Nc3ccccc3C(=O)O)cc2[N+](=O)[O-])c(OC)c1
-3	-8	-4	89	-1	-9	7	4	-0.9	1.0	CC1CN(S(=O)(=O)c2ccc(NC(=O)c3cc(-c4ccccc4O)n[nH]3)cc2)CC(C)O1 (configuration not stated)
-6	-2	6	99	0	.	11	1	-1.6	0.2	COc1cccc(C2C(C(=O)c3sc(C)nc3C)=C(O)C(=O)N2CCN2CCOCC2)c1 (configuration not stated)
-5	4	2	96	5	-8	13	14	-1.5	0.6	CCN(CC)C(=O)c1ccc(S(=O)(=O)Cc2ccc(C)cc2)c([N+](=O)[O-])c1
0	-3	-5	101	-4	-1	4	21	1.4	-0.1	COc1ccc(S(=O)(=O)N(C)C[C@H]2Oc3ccc(NC(=O)Nc4ccccc4)cc3C(=O)N([C@H](C)CO)C[C@@H]2C)cc1
-8	3	-7	98	-3	-2	-8	1	-1.9	0.0	COc1ccc(-c2nc3ccccc3o2)cc1NC(=O)CSc1ccc(Cl)cc1
-9	3	18	95	-2	3	-10	0	2.7	0.1	O=C(NCc1ccncc1)c1ccc(Br)o1
2	-12	2	99	1	3	4	-5	0.4	-0.2	COc1ccc(CN(C)S(=O)(=O)c2nnc(NC(=O)c3ccccc3Br)s2)cc1
-3	3	-1	105	0	9	-1	-3	-0.2	0.2	Cc1cccc(N(C(=O)Nc2ccccc2)C2=NCC(C)S2)c1 (configuration not stated)
-4	-1	-6	99	0	-2	16	1	1.5	1.8	CCOC(=O)C(CC)n1cnc2c(nnn2-c2ccccc2)c1=O (configuration not stated)
-12	3	7	97	-3	-8	4	0	0.6	0.2	COc1ccc(-c2noc(CSc3nnc(Cc4ccccc4)n3-c3cccc(C)c3)n2)cc1OC
-3	-3	-1	104	-17	-4	2	0	5.7	-0.2	CCS(=O)(=O)N1Cc2ccccc2CC1C(=O)Nc1nc2ccccc2s1 (configuration not stated)
-4	4	6	96	1	-3	26	-15	0.0	0.0	Cc1ccc(C2=NN(C(=O)CCC(=O)O)C(c3cccc([N+](=O)[O-])c3)C2)cc1 (configuration not stated)
0	1	6	100	-2	3	13	-1	-0.1	0.5	Cc1ccc(Cn2cc(SCC(N)=O)c3ccccc32)cc1
3	4	2	94	3	.	1	35	-0.2	0.2	CC1=CC(c2ccccc2)n2ncnc2N1 (configuration not stated)
-18	-16	-13	102	11	10	-10	0	-0.6	-0.1	Nc1ccc(Oc2ncccn2)cc1
-13	-15	0	102	-1	3	24	0	2.8	-0.1	CCN(CC)S(=O)(=O)c1ccc(Cl)c(NC(=O)COC(=O)/C=C/c2cc(OC)c(OC)c(OC)c2)c1
.	2	-9	92	-1	1	11	4	1.5	0.0	COc1ccc(C(O)c2nc(-c3cccc(C(C)C)c3)cs2)cc1 (configuration not stated)
0	-29	3	100	5	-5	-5	3	-0.1	0.2	CC1=C(C(=O)Nc2ccccn2)C(c2ccc(F)cc2)n2ncnc2N1 (configuration not stated)
-2	-20	-3	91	1	3	6	-2	-1.6	0.0	CCCOc1ccc(-c2c(C(=O)N/N=C/C3CCCCC3)nnn2-c2nonc2N)cc1
5	2	0	98	1	9	6	0	-2.6	0.1	Cc1ccc2nc(C)cc(N/N=C/c3cccnc3)c2c1
-12	-6	2	89	1	-3	-3	0	-2.7	0.2	Cc1ccc(C)c(NC2=NCC(=O)N2C2CCCCC2)c1
-3	-12	6	89	2	-2	-5	-4	0.5	-0.2	COc1cccc(C=NNC(=O)C2CC2)c1
6	-11	9	98	0	9	2	15	-4.9	3.5	CC(OC(=O)c1ccc(Cl)c(S(=O)(=O)N2CCOCC2)c1)C(=O)Nc1ccc(S(N)(=O)=O)cc1 (configuration not stated)

Ordered by value in N-glyco inh (descending): some entries from above.
TLR9-MyD88 block	NOD2 RIPK2 PPI	ABHD5-PLIN5 inh	ABCB6 inh MLPCN	N-glyco inh	Vif inh	MC4R antag cAMP	Granule exo inh	MC4R ag barr	aDG glyco act	Structure
3	4	2	94	3	.	1	35	-0.2	0.2	CC1=CC(c2ccccc2)n2ncnc2N1 (configuration not stated)
-3	-12	4	89	1	-14	0	0	0.3	0.1	COc1ccc(OC)c(S(=O)(=O)N2CCC(C(=O)Nc3cc(C)ccc3C)CC2)c1
-6	-2	6	99	0	.	11	1	-1.6	0.2	COc1cccc(C2C(C(=O)c3sc(C)nc3C)=C(O)C(=O)N2CCN2CCOCC2)c1 (configuration not stated)
-3	-8	-4	89	-1	-9	7	4	-0.9	1.0	CC1CN(S(=O)(=O)c2ccc(NC(=O)c3cc(-c4ccccc4O)n[nH]3)cc2)CC(C)O1 (configuration not stated)
-9	3	18	95	-2	3	-10	0	2.7	0.1	O=C(NCc1ccncc1)c1ccc(Br)o1
-7	-6	-6	96	-5	-5	4	-3	0.7	-0.2	O=C(NCCSc1ccccc1)c1ccccc1Cl

The listing picks up, repeating the two entries before the break.
TLR9-MyD88 block	NOD2 RIPK2 PPI	ABHD5-PLIN5 inh	ABCB6 inh MLPCN	N-glyco inh	Vif inh	MC4R antag cAMP	Granule exo inh	MC4R ag barr	aDG glyco act	Structure
-3	-12	6	89	2	-2	-5	-4	0.5	-0.2	COc1cccc(C=NNC(=O)C2CC2)c1
6	-11	9	98	0	9	2	15	-4.9	3.5	CC(OC(=O)c1ccc(Cl)c(S(=O)(=O)N2CCOCC2)c1)C(=O)Nc1ccc(S(N)(=O)=O)cc1 (configuration not stated)
5	-9	4	101	-2	1	9	0	-2.3	0.0	O=C(/C(=C/c1ccccc1Cl)c1ccccc1)N1CCOCC1
-5	-4	6	102	1	0	1	-7	-1.2	-0.1	CC1CCCC(C)N1CCCNC(=O)C1CCCN(c2ncnc3c2nc2n3CCCCC2)C1 (configuration not stated)
-3	-2	-2	92	-2	-2	0	-2	0.0	0.0	Cc1ccc(N2C(=O)[C@@H]3Cc4ccccc4CN3C2=O)cc1
-3	-1	-1	101	-3	10	13	-1	-1.5	1.1	Cc1cc(Cl)ccc1NC(=S)NC(C)(C)C
-1	-6	1	98	-2	0	32*	1	-0.1	0.2	COc1cc(-c2nc3ccc4ccccc4c3c3c2CCC3)cc(OC)c1OC
-1	-5	0	106	-12	2	18	-1	-0.2	0.0	O=C(c1ccccc1)c1cnc(-c2ccccc2)s1
-4	-7	-5	99	6	1	5	0	0.0	0.3	CCOc1ccc(C(C)=O)cc1CSC(=N)N
-6	1	-1	93	-3	1	-2	7	1.0	-0.1	COc1ccc(OC)c(C(=O)Nc2ccc3[nH]ccc3c2)c1
-4	-11	-2	98	-2	5	6	1	3.3	-0.1	CCN1CCN(CC(=O)Nc2ccc(Cl)c(S(=O)(=O)N(C)C)c2)CC1
-10	-12	2	102	2	.	13	0	0.3	0.5	CCOc1ccc(OCC)c(NC(=O)CN2CCN(CC)CC2)c1
-2	0	-4	100	-1	-9	0	-10	0.1	-0.3	CCOc1ccccc1Nc1nnc(SCC(=O)Nc2cccc(S(=O)(=O)NC3=NCCCCC3)c2)s1
-4	0	-7	105	0	2	6	-1	-0.8	-0.6	COc1ccc(CCNC(=O)CCS(=O)(=O)c2ccc3nc(C)sc3c2)cc1OC
-9	0	2	102	-2	-4	2	-1	-0.2	0.1	O=C(c1ccc2c(c1)OCO2)N1CCN=C1SCc1ccccc1
-5	-4	-7	97	-3	-6	22	-2	-1.7	-0.1	C=CCN(CC=C)c1ccc(N2C(=O)C3CCCCC3C2=O)cc1[N+](=O)[O-] (configuration not stated)
1	1	-2	103	-1	-16	3	-2	-0.9	0.1	Cc1ccc(S(=O)(=O)NCC(=O)NCCc2c[nH]c3ccccc23)cc1C
-1	-6	2	96	-1	16	1	-7	0.2	0.0	C/C(=N/NC(=O)c1nnn(-c2nonc2N)c1CSc1ccc(Cl)cc1)c1ccncc1
